Rv3671c inh – Rv3671c (M. tuberculosis) protease inhibition | P9WHR9 | inhibition, % at 5.96 µM | 0.048% of 320,000 active; in the data active = inhibition above about 38%;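 also: extracellular domain of Rv3671c used as enzyme; 0% = enzyme with DMSO and 100% = no enzyme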
Y pestis TopoI – Y. pestis Topo-I inhibition via cleavage products. Y. pestis Topo-I cleavage product accumulation, plate reader. activity, % at 10 µM. 0.064% of 360,000 active. AID 504884; in the data active = activity above about 50%, passing the limit was not always enough; also: inactives centre near 2
DUSP3 inh – DUSP3 (human) phosphatase inhibition; P51452; recombinant VHR phosphatase, pNPP absorbance; inhibition, % at 13.3 µM; 0.52% of 290,000 active; AID 1654; in the data active = inhibition above about 50%; also: some compounds called inactive have numbers as strong as hits
Target sequence (P51452 whole entry, looked up): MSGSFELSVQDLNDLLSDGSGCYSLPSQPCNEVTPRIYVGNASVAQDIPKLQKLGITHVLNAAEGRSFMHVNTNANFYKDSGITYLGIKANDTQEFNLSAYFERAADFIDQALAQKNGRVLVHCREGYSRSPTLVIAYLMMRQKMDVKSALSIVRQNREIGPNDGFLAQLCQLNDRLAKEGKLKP
Anthrax LF inh2 – blocks Bacillus anthracis lethal factor protease; P15917; multiplex microsphere protease cleavage assay, LF; inhibition, % at 10 µM; 0.12% of 360,000 active; in the data active = inhibition above about 30%; also: plate controls were buffer without enzyme for full effect and enzyme alone for no effect
Target sequence (P15917 whole entry, looked up): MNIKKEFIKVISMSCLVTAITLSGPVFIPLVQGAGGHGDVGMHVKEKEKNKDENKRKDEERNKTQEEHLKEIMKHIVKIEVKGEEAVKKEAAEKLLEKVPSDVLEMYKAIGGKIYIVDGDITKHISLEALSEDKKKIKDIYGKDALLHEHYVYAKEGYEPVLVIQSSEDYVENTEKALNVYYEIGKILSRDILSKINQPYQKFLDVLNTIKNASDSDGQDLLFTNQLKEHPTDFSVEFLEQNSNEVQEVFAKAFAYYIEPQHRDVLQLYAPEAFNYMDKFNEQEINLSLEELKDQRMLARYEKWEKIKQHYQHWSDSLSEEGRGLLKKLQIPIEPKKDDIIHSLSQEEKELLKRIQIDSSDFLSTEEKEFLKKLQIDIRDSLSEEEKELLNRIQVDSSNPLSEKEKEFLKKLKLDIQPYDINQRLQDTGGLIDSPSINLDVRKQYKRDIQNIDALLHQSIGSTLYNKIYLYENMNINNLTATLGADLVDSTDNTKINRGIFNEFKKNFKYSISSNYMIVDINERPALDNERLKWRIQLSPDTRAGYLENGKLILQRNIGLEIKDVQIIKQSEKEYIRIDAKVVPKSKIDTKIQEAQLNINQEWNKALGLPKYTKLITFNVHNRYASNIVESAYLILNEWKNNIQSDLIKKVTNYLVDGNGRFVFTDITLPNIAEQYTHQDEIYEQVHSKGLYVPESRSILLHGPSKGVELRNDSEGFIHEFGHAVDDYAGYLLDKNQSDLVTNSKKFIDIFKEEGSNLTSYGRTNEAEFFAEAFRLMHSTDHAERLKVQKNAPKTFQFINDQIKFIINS
BH1578 lux ind – quorum light induction in luxS cqsA deficient V. cholerae; V. cholerae BH1578 lux reporter, luminescence, 6 h; activation, % at 18.7 µM; 0.16% of 350,000 active; AID 588436; in the data active = activation mostly above about 9.7%, no sharp cut-off; also: not every result past the cut was called active; inactives centre near 0; reference of the scale not given here
PfHsp40 yeast – compounds rescuing yeast from Plasmodium falciparum HSP40 toxicity; S. cerevisiae expressing PfHsp40, growth rescue, ATP luminescence; growth rescue, % at 12.5 µM; 0.68% of 340,000 active; in the data active = growth rescue above about 28%, passing the limit was not always enough;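 also: yeast W303a lacking pdr1 and pdr3 grown in galactose medium; growth measured after three days at 30 °C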
TcdB GH inh – inhibitors of Clostridioides difficile toxin B glycohydrolase | TcdB glycohydrolase enzymatic assay, plate reader | inhibition, % at 9.99 µM | 0.24% of 350,000 active | AID 652162; in the data active = inhibition above about 10%
MazF activator – MazEF (E. coli) toxin RNase activation; activation, % at 20 µM; AID 504720; FAM/BHQ RNA-DNA oligo cleavage fluorescence, 5 h; 0.32% of 350,000 active; in the data active = activation above about 50%
PriA SSB inh – K. pneumoniae PriA-SSBct interaction inhibition. AlphaScreen SSBct-PriA binding, biotinylated peptide. inhibition, % at 33 µM. 0.6% of 430,000 active. AID 1272365; in the data active = inhibition mostly above about 37%, no sharp cut-off; inactive = mostly below about 20%;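 also: plate controls were negative control peptide for no effect and reference peptide for full effect; strong numbers were not always called active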
SARS 3CLpro inh – SARS-CoV 3CLpro protease inhibition; P0C6X7; recombinant SARS-CoV 3CLpro, quenched FRET peptide cleavage; inhibition, % at 6 µM; 0.14% of 290,000 active; AID 1706; in the data active = inhibition above about 12%
The depositor's hits bear a star; i = inactive; nt = not tested or not shown; & = joins results of further samples. The list is partial. The share of hits here may be higher or lower than overall.

SMILES	Rv3671c inh	Y pestis TopoI	DUSP3 inh	Anthrax LF inh2	BH1578 lux ind	PfHsp40 yeast	TcdB GH inh	MazF activator	PriA SSB inh	SARS 3CLpro inh
COc1ccc(CNC(=O)CN(C(=O)c2snc(C(N)=O)c2N)c2ccc(OC)c(OC)c2)cc1	-1	0	2	-3	-0.5	-0.2	-0.1	-16	-3	-3
COc1ccccc1-n1c(SCC(=O)N2CCCCC2)nnc1-c1ccccc1O	-5	16	13	3	-5.0	2.1	nt	-1	-14	-2
CC(C(=O)NCCS(=O)(=O)c1ccc(Cl)cc1)S(=O)(=O)c1ccccc1 (stereo not given)	1	0	15	-2	i	-0.4	0.3	-3	-7	2
CC[C@H](C)[C@H](NC(N)=O)C(=O)Nc1ccccc1F	6	4	17	3	-0.2	-1.0	1.0	2	10	6
CCc1nc2ccccc2c(C(=O)OCC(=O)N(CC(C)C)c2c(N)n(Cc3ccccc3)c(=O)[nH]c2=O)c1C	nt	16	nt	3	-0.7	1.0	2.9	-5	0	nt
COc1cc(/C=N/n2c(COc3ccccc3)n[nH]c2=S)cc(OC)c1OC(C)=O	4	0	13	-4	i	-1.0	1.1	-3	nt	6
CC(=O)NCC(=O)N(c1ccccc1)C1(C(=O)NC2CCCCC2)CCCCC1	4	-2	15	-2	-10	0.2	nt	1	-8	-2
CC(C)C[C@H]1CNC(=S)N1CC1CCN(CCCC2CCCCC2)CC1	nt	18	nt	-1	i	-0.9	1.7	4	-8	nt
CCOC(=O)CNC(=O)c1cnn2cccnc12	-1	-1	-24	4	-1.0	-0.4	nt	2	-9	-1
Cc1cc(OCC(=O)NCc2nc(-c3ccccc3)no2)c(C)cc1Br	-12	3	7	5	-1.0	-0.7	nt	-23	-10	7
O=C1c2ccccc2NC(c2ccccc2Br)N1CCCN1CCOCC1 (stereo not given)	-4	0	9	-1	-0.2	1.4	nt	-7	-12	4
CC1C(=O)c2ccccc2CC1C(=O)O (stereo not given)	nt	3	nt	-1	3.4	0.5	0.5	2	0	nt
Cc1cccc(NC(=S)NCc2ccncc2)c1C	6	-2	8	0	i	-0.4	0.6	-1	-11	-3
CCC(C)(C)NC(=O)C(c1cccn1C)N(C(=O)Cn1nnc2ccccc21)c1ccc(F)cc1 (stereo not given)	-8	-5	0	2	-1.7	-1.1	nt	-84	-9	-1
COc1cc(/C=N/OCC(=O)Nc2cc(C)on2)ccc1OCc1ccccc1	-9	20	0	1	-0.2	0.2	0.1	0	nt	-2
O=C(O)CCCC(=O)NCCCCc1ccccc1	2	-1	-6	-6	-1.4	-0.7	nt	-1	6	-2
Cc1ccc(S(=O)(=O)N2CCN(C(=O)C(C)Cn3cncn3)CC2)cc1 (stereo not given)	-3	-5	36	0	-0.4	-0.8	0.7	-23	12	-6
COc1ccccc1Nc1nc(N2CCCC2)nc(N2CCOCC2)n1	-1	-1	nt	0	i	2.3	0.2	3	-2	nt
COC(=O)CSc1nc(C(C)C)nc2ccccc12	-8	-9	25	0	nt	-0.6	nt	11	-3	3
O=C(Cn1c(-c2ccc(Cl)cc2)noc1=O)N1CCN(c2ccccc2F)CC1	8	21	20	-2	0.1	-0.5	nt	-17	11	3
CC(C)(C)C(=O)Nc1ccc(N2CCN(S(C)(=O)=O)CC2)cc1	4	-12	8	0	-0.4	-1.7	0.6	12	-8	0
Cc1ccc2oc(=O)n(CC(=O)O)c2c1	1	2	5	-7	-0.4	-0.4	0.6	7	3&-2	-7
O=C(CCC(=O)N(CC(=O)NC1CCCC1)c1ccccc1F)Nc1nccs1	-6	4	-19	0	-1.0	1.0	0.0	5	11	-1
Cc1nnc(N/N=C/c2ccco2)n1N	-22	0	-2	-7	0.0	-1.1	-3.5	6	nt	6
O=C(CCCCCn1c(=O)[nH]c2ccsc2c1=O)N1CCN(C2CCCCC2)CC1	5	15	-12	-1	-0.2	-0.7	0.8	4	-5	nt
COc1ccccc1/C=N/NC(=O)c1ccc(Br)cc1	-4	2	8	0	-0.2	0.1	0.8	-1	nt	4
COc1ccc(C2(CNC(=O)Cc3ccccc3)CCCC2)cc1OC	1	9	32	2	1.1	0.2	nt	-7	-15	-3
O=C(CN1C(=O)NC2(CCc3ccccc32)C1=O)NC1CCCCC1 (stereo not given)	nt	4	nt	8	0.9	nt	-6.5	-3	nt	nt
CS(=O)(=O)NCCSCc1c(F)cccc1Cl	-3	2	10	1	4.0	-0.7	nt	1	-7	-6
CN(C)C(=S)Nc1ccc2c(c1)OCO2	1	4	16	-11	7.7	0.9	1.0	-2	-11	-1
Cc1cc(C)cc(OCC(=O)N2N=C(c3cccnc3)CC2(O)C(F)(F)F)c1 (stereo not given)	-3	12	32	1	0.7	1.0	nt	-1	-4	4
COc1cc(O)c(C(CCN2CCN(c3ccccc3)CC2)c2ccc3c(c2)OCO3)c(OC)c1 (stereo not given)	7	7	26	-5	i	1.7	-3.3	7	42*	nt
O=C(Nc1nnc(SCCN2CCOCC2)s1)C1CC(=O)N(c2ccc(F)cc2)C1 (stereo not given)	-5	4	-6	0	-4.2	-0.5	1.8	-3	-9	1
O=C(Nc1ccc(Cl)cn1)C1COc2ccccc2O1 (stereo not given)	-15	2	-22	0	-0.2	1.1	0.3	-1	-15	3
COc1ccc(C(=O)Nc2cccc(NC(=O)c3cccs3)c2)cc1	-43	-6	9	-10	i	2.2	0.6	11	8	-3
O=C(O)c1cccc(N2C(=O)CSC2c2c(F)cccc2Cl)c1 (stereo not given)	-9	12	27	0	2.1	0.1	nt	10	-9	3
Cc1cccc(Nc2nc(N3CCCCC3)nc(N3CCCCC3)n2)c1	-9	-7	22	-9	1.4	-0.2	nt	2	-25	2
CC1CC(C)CN(CCCNC(=O)c2cc3c(=O)[nH]c4ccccc4c3n2C)C1 (stereo not given)	-5	24	30	-2	1.7	-0.6	-0.3	10	2	-4
CCCC(=O)OCC(=O)Nc1cc(C(C)(C)C)nn1-c1ccccc1	6	2	26	2	-1.3	1.1	nt	6	-3	-4
C=CCOc1ccccc1CNCCNC(=O)c1nonc1N	1	-6	42	0	-3.6	1.5	-0.4	-24	6	8

Seven compounds already listed, sorted by molar mass, falling.
SMILES	Rv3671c inh	Y pestis TopoI	DUSP3 inh	Anthrax LF inh2	BH1578 lux ind	PfHsp40 yeast	TcdB GH inh	MazF activator	PriA SSB inh	SARS 3CLpro inh
CCc1nc2ccccc2c(C(=O)OCC(=O)N(CC(C)C)c2c(N)n(Cc3ccccc3)c(=O)[nH]c2=O)c1C	nt	16	nt	3	-0.7	1.0	2.9	-5	0	nt
COc1ccc(CNC(=O)CN(C(=O)c2snc(C(N)=O)c2N)c2ccc(OC)c(OC)c2)cc1	-1	0	2	-3	-0.5	-0.2	-0.1	-16	-3	-3
COc1cc(O)c(C(CCN2CCN(c3ccccc3)CC2)c2ccc3c(c2)OCO3)c(OC)c1 (stereo not given)	7	7	26	-5	i	1.7	-3.3	7	42*	nt
COc1cc(/C=N/OCC(=O)Nc2cc(C)on2)ccc1OCc1ccccc1	-9	20	0	1	-0.2	0.2	0.1	0	nt	-2
COc1ccc(C(=O)Nc2cccc(NC(=O)c3cccs3)c2)cc1	-43	-6	9	-10	i	2.2	0.6	11	8	-3
COc1ccccc1/C=N/NC(=O)c1ccc(Br)cc1	-4	2	8	0	-0.2	0.1	0.8	-1	nt	4
Cc1nnc(N/N=C/c2ccco2)n1N	-22	0	-2	-7	0.0	-1.1	-3.5	6	nt	6

(next part)
SMILES	Rv3671c inh	Y pestis TopoI	DUSP3 inh	Anthrax LF inh2	BH1578 lux ind	PfHsp40 yeast	TcdB GH inh	MazF activator	PriA SSB inh	SARS 3CLpro inh
CCOC(=O)C1=CN(Cc2cccc(F)c2)S(=O)(=O)NC1c1ccc(F)c(Cl)c1 (stereo not given)	nt	-9	nt	-1	-1.0	1.6	-0.4	-3	-2	nt
Cc1cc(OCC(=O)N(C)C2CCCCC2)cc(C)c1Cl	9	44	22	3	-0.2	-0.2	3.4	-9	-28	3
COC(=O)c1ccc(-n2nnnc2SC)cc1	-6	-12	-4	22	i	-0.6	nt	-7	-10	2
CCN1C(=O)C(=O)N(CC(=O)Nc2ccccc2Oc2ccccc2)C1=O	3	2	10	-1	i	-0.9	0.8	-16	-3	0
Cn1c(CN2CCCC2)nc2cc(NC(=O)COc3ccc(Cl)cc3)ccc21	-3	-3	18	-5	-0.4	0.2	0.3	-5	0	-2
CNC(=S)NNC(=O)c1cccn(Cc2cccc(C(F)(F)F)c2)c1=O	3	-7	5	6	0.0	0.7	0.8	4	-7	2
CC(=O)N1c2ccccc2Sc2ccc3ccccc3c21	nt	18	nt	-6	-0.1	nt	3.5	6	nt	nt
CC(C)OCCCN1C(=O)c2ccccc2C1C(=O)NC1CCCCC1 (stereo not given)	11	4	-4	3	-4.2	0.3	nt	-4	-15	4
CCOC(=O)C1=C(C)Nc2ccccc2N=C1NC(=O)c1oc2ccccc2c1COC	-11	37	nt	-7	-2.5	-0.5	1.8	3	-1	nt
CCOC(=O)c1c(-c2ccsc2)csc1N	4	-9	17	-3	i	-1.1	nt	3	12	-7
COc1ccc(NC(=O)C(C)SCc2ccccc2)cc1 (stereo not given)	0	3	4	4	1.4	-0.2	0.4	3	-27	-4
CN(CC(=O)Nc1cccc(F)c1)C(=O)c1cn(-c2ccccc2)nc1-c1ccccc1	-12	11	-9	0	-1.2	3.1	0.3	-1	-18	2
Cc1c(C(=O)N2CCOCC2)c(S(=O)(=O)Nc2ccc(OC(F)(F)F)cc2)c(C)n1C	4	4	-6	10	-0.2	1.1	1.1	6	-5	-1
COc1ccc(-c2csc(NC(=O)C3CSC4(C)CCC(=O)N34)n2)cc1OC (stereo not given)	0	2	nt	2	-0.3	1.6	1.5	-9	-13	nt
Cc1ccc(-n2nnc3c(=O)n(CC(=O)NCC4CCCO4)cnc32)cc1 (stereo not given)	9	-6	37	2	i	-0.5	nt	3	-21	-2
CCC1(c2ccccc2)SC(=O)NC1=O (stereo not given)	nt	5	nt	-4	-2.3	-1.8	1.4	7	-10	nt
CCO[C@H]1c2c(ccc3ccc(=O)oc23)OC(C)(C)[C@H]1O	2	-8	nt	4	-0.5	-0.1	0.7	6	6	nt
O=C(c1ccc(S(=O)(=O)N2CCCC2)cc1)N1CCCc2ccccc21	-6	20	28	1	i	0.3	nt	1	-8	-1
CC12CCC(=O)N1C(C(=O)NNC(=O)COc1cccc(C(F)(F)F)c1)CS2 (stereo not given)	-3	13	nt	-7	0.0	2.5	1.9	-6	-5	nt
O=C(OCC(=O)N1CCCCCC1)c1ccc(S(=O)(=O)N2CCOCC2)cc1	3	0	12	-2	-0.5	0.1	0.5	-1	0	1
CCSc1nc2nc(C)cc(C)n2n1	-1	5	-8	0	i	0.7	nt	3	-13	-6
CCN1C(=O)[C@H]2[C@H]3CN=C(SCc4ccccc4)N3[C@@](Cc3ccccc3)(C(=O)OC)[C@H]2C1=O	nt	-1	nt	1	-2.2	-0.9	1.1	14	-11	nt
COc1ccc(C(=O)N/C(=C/c2cccc3ccccc23)C(=O)NCCc2c[nH]c3ccccc23)cc1OC	-8	2	-7	-2	-0.6	3.7	-0.5	-9	2	0
COC(=O)CN(C)C(=O)c1ccccc1OC1CCN(S(C)(=O)=O)CC1	3	1	8	4	-1.5	-0.4	0.2	7	1	2
CCn1nccc1C(=O)Nc1ccc(C)c(C)c1	nt	-16	35	-19	-0.4	-1.7	nt	3	-15	5
Cc1cccc(NC(=O)CSCC(=O)NNC(=O)c2ccoc2C)c1	3	1	20	nt	i	-1.4	2.9	6	31	0
CCOC(=O)c1nnc2cc(C)nn2c1C	1	-7	12	nt	-0.6	nt	-0.6	-1	-4	0
CNS(=O)(=O)c1cccc(C(=O)OCC(=O)Nc2cc(F)ccc2F)c1	3	7	2	-1	-0.3	-0.6	1.0	0	-2	0
CC(C)c1onc(C(=O)N(C)C2CCCCC2)c1[N+](=O)[O-]	-4	-8	7	-1	-0.4	-0.3	nt	4	-5	5
CCc1ccccc1NC(=S)N(CCCN1CCOCC1)Cc1cccs1	2	20	10	0	-0.3	-1.8	nt	8	0	1

Screens as filed in PubChem BioAssay.
